TDP1 cell CPT = qHTS for Inhibitors of human tyrosyl-DNA phosphodiesterase 1 (TDP1): qHTS in cells in presence of CPT | chicken DT40 Tdp1-/-;hTDP1 cells + 20 nM CPT, ATP luminescence, 48 h | Potency, µM (highest dose often 46.2 µM), for the others: at the highest dose activity change, negative = growth inhibition, most hits filed as inhibitors | 420,000 compounds, 12% hits | AID 686979, 2013; also: nearly all actives have a fitted effect of over 55% in size
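Chicken DT40 Tdp1-/- cells stably complemented with human TDP1 were seeded at 400 cells/well in medium containing 20 nM camptothecin, exposed to pin-transferred compounds, and grown at 37 °C for at least 48 hr. Viability was read as ATP luminescence.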
N370S GC mod = qHTS Assay for Inhibitors and Activators of N370S glucocerebrosidase as a Potential Chaperone Treatment of Gaucher Disease; N370S GC spleen homogenate, 4MU-glucoside fluorescence; Potency, µM (top dose mostly 59.4 µM), without a hit: at the top dose activity change, negative = inhibition, hits mostly inhibitors; 330,000 compounds, 0.092% hits;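 also: 0% = full enzyme activity and -100% = no enzyme basal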
FEN1 inh = qHTS Assay for the Inhibitors of Human Flap endonuclease 1 (FEN1); P39748; Recombinant FEN1 flap cleavage, fluorescence, 15 min; Potency, µM (top dose mostly 114 µM), inactives show top-dose activity change, negative = inhibition, most hits filed as inhibitors; 390,000 compounds, 0.35% hits; AID 588795, 2011; also: nearly all actives have a fitted effect of over 65% in size
Target sequence (P39748 whole entry, looked up): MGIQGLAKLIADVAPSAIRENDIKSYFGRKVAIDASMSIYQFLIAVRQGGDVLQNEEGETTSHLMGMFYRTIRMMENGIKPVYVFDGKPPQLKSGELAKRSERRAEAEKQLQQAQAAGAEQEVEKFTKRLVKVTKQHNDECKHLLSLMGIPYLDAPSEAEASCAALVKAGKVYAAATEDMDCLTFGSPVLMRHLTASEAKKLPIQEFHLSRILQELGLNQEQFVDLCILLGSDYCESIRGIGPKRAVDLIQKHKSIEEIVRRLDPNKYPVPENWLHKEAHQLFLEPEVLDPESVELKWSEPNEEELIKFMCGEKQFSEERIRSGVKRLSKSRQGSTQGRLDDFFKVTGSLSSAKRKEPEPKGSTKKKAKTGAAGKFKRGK
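Nuclease activity of 10 nM FEN1 was measured after 15 min of room-temperature exposure to titrated compounds, by adding 50 nM flap substrate and reading plates at 0 and 15 min.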
* = called active by the depositor; ? = inconclusive; nt = not tested or not shown; & = joins results of further samples; [ ] = dose if it differs, or a comment. Calls follow the shape of the dose curve; as a rule, active = well fitted curve in the direction sought with a large enough effect; inconclusive = small, poorly fitted or top-dose-only effect, or another doubt; inactive = no such curve, though single readings can be large; an effect the other way counts as inactive or inconclusive. Unless noted, % is scaled to controls: 0 for no effect and ±100 for the full control effect; potency is read from the fitted curve at half-maximal effect.

Sequence of screens – TDP1 cell CPT	N370S GC mod	FEN1 inh
N#Cc1ccc(NC(=S)NCCN2CCOCC2)cc1
 : -14.1%	?	-2.3%
Cc1occc1C(=O)NNC(=S)Nc1cccc([N+](=O)[O-])c1
 : ?	0.4%	-10.6%
Cc1ccc(C)c(S(=O)(=O)NC2CCS(=O)(=O)C2)c1 (stereo unspecified)
 : -6.2%	-14.7%	21.9%
CSc1cccc(NC(=O)CN2CCN(Cc3ccccc3C)S2(=O)=O)c1
 : ?	nt	-24.9%
COC(=O)CCC(=O)OC1(C)C(=O)C2=COC(c3ccc(OC)cc3)=CC2=C(Br)C1=O (stereo unspecified)
 : -24.3%	-0.2%&10.8%	35.5µM*
O=C(CCC(=O)c1cccs1)NCC(c1ccc(F)cc1)N1CCOCC1 (stereo unspecified)
 : 2.9%	nt	-2.6%
Cc1ccc(C2=N/C(=C\c3cccnc3)C(=O)O2)cc1
 : -13.5%	-5.5%	-3.3%
N/C(=N/O)c1nc(N2CCCCC2)nc(N2CCCCC2)n1
 : ?	9.1%	-2.1%
COc1ccc(/C=N/NC(=O)c2c(C)nc3ccc(Br)cn23)cc1OC
 : 8.2µM*	1.5%	3.1%
COC(=O)N/N=C/c1cc(Cl)c(OCc2ccc(F)cc2)c(OC)c1
 : -14.4%	-23.0%	-1.5%
Cc1nc2ccc(S(=O)(=O)Nc3ccc(-c4nc5cccnc5s4)cc3)cc2s1
 : -1.4%	?	?
COc1ccccc1CNc1ncncc1-c1ccccc1C(F)(F)F
 : -4.1%	-1.1%	nt
N#C/C(=C\c1ccc(-c2cccc([N+](=O)[O-])c2)o1)C(=O)Nc1nc(-c2cccs2)cs1
 : ?	-21.3%	-8.3%
COCc1cc(C)nc2sc(C(=O)Nc3ccccc3OC)c(N)c12
 : ?	25.2%	-8.5%
COc1ccc(Cl)cc1-c1nc(SCC(=O)NCC2CCCO2)n[nH]1 (stereo unspecified)
 : -17.1%	nt	-9.8%

By substructure: those above with two or more sulfur atoms (4)
Sequence of screens – TDP1 cell CPT	N370S GC mod	FEN1 inh
Cc1ccc(C)c(S(=O)(=O)NC2CCS(=O)(=O)C2)c1 (stereo unspecified)
 : -6.2%	-14.7%	21.9%
CSc1cccc(NC(=O)CN2CCN(Cc3ccccc3C)S2(=O)=O)c1
 : ?	nt	-24.9%
Cc1nc2ccc(S(=O)(=O)Nc3ccc(-c4nc5cccnc5s4)cc3)cc2s1
 : -1.4%	?	?
N#C/C(=C\c1ccc(-c2cccc([N+](=O)[O-])c2)o1)C(=O)Nc1nc(-c2cccs2)cs1
 : ?	-21.3%	-8.3%

(further entries)
Sequence of screens – TDP1 cell CPT	N370S GC mod	FEN1 inh
COc1ccc(C(=O)NCCS(=O)(=O)NC(C)c2ccccc2)cc1 (stereo unspecified)
 : -21.6%	-7.1%	4.7%
COCCSc1ccccc1C(=O)Nc1ccc(S(=O)(=O)N2CCOCC2)cc1
 : -18.7%	-6.2%	-1.1%
O=[N+]([O-])c1cc2oc3c(c2c(C=NCc2ccncc2)c1O)CCCC3
 : ?	-5.1%	-25.0%
CC(NC(=O)COC(=O)c1cc(=O)c2ccccc2o1)c1ccccc1 (stereo unspecified)
 : -4.3%	nt	6.2%
CC(=O)Nc1ccc(NC(=O)C(Cc2ccccc2)NC(=O)C2CCC(C)CC2)cc1 (stereo unspecified)
 : -4.1%	3.6%	-0.4%
CCOC(=O)C1(CC2CC2)CCN(Cc2cn[nH]c2-c2ccccc2)CC1
 : -13.0%	?	0.6%
Cc1nc(N2CCN(Cc3nc4ccccc4[nH]3)CC2)c2oc3ccccc3c2n1
 : ?	3.7%	-12.6%
Cc1ccc(S(=O)(=O)/N=C/c2c(O)ccc3ccccc23)cc1
 : ?	1.3%	?
CCc1nc(SCC(=O)Nc2ccc(N(C)C)cc2)n[nH]1
 : 4.61µM*	4.0%	-7.9%
COc1ccccc1CCn1c(=O)c(-c2ccc(F)cc2)nc2cncnc21
 : 8.0%	0.7%	nt
COc1ccc([N+](=O)[O-])cc1N(CC(=O)Nc1ccccc1C(=O)NC(C)C)S(C)(=O)=O
 : -20.0%	4.2%	-9.1%
CC1(C)CC(N2CCN(CCO)CC2)=CC(=S)N1
 : 4.2%	-0.1%	-0.5%
CC1=C[C@H]2Cc3cc(C)cc(C)c3S(=O)(=O)[C@@H]2C=C1
 : ?	-2.6%	1.4%
CCCNC(=O)c1ccccc1NC(=O)Nc1ccccc1C
 : -17.9%	-2.2%	5.1%
CCc1ccc[n+](-c2[nH]c(=O)sc2/C=N/NC([S-])=Nc2ccccc2)c1
 : -1.6%	-1.2%	7.4%

The list goes on.
Sequence of screens – TDP1 cell CPT	N370S GC mod	FEN1 inh
COc1cccc2c1N(C)C(=O)CC21C=CC(=O)C=C1
 : nt	-2.2%	-5.6%
Cc1ccccc1NC(=S)NCCSc1ccc(Cl)cc1
 : ?	15.9%	-18.4%
CCC(CC)c1nnc(NC(=O)CCCN2C(=O)c3ccccc3C2=O)s1
 : 6.6%	20.7%	-1.6%
O=Cc1cnc(N2CCOCC2)nc1
 : -4.5%	4.1%	1.2%
O=C(CSc1nnc2ccccn12)Nc1cccc(-c2nc3ccccc3s2)c1
 : -23.9%	-0.7%	-10.6%
COc1ccc(NC(=O)CSc2nc(-c3ccccc3)[nH]c2-c2ccccc2)cc1OC
 : 14.6µM*	nt	-13.7%
NC(N)=N/N=C(\N=Nc1ccccc1)c1cccc2cccnc12
 : 23.1µM*	nt	-4.8%
O=C1Nc2ccccc2C1(O)Cc1ccccn1 (stereo unspecified)
 : 15.5%	-3.0%	-9.5%
CCn1c(=O)n(-c2ccc(C)c(F)c2)c(=O)c2sc3ccccc3c21
 : -28.2%	nt	6.0%
CCOc1ccccc1N1CCN(C(=O)c2ccc(NS(=O)(=O)c3ccc4[nH]c(=O)[nH]c4c3)cc2)CC1
 : 4.4%	?	1.5%
CCn1cc([N+](=O)[O-])c(C(=O)N2N=C(c3cccc4ccccc34)CC2c2ccccc2O)n1 (stereo unspecified)
 : ?	-8.1%	-19.4%
O=C(O)CNC(=S)NCc1ccccc1
 : 4.4%	-13.6%	-4.2%
CCn1c(CN2CCN(c3ccc(Cl)cc3)CC2)nc2ccccc21
 : ?	-6.8%	5.0%
Cc1ccc(N(Cc2ccccc2)C(=O)c2ccc(F)cc2)cc1
 : 20.6µM*	-0.2%	-20.6%
COc1ccc2[nH]c(=O)c(CN(C(=O)c3ccco3)C3CCCCC3)cc2c1
 : -17.9%	20.2%	-5.6%

Among those listed so far, two have bromine.
Sequence of screens – TDP1 cell CPT	N370S GC mod	FEN1 inh
COC(=O)CCC(=O)OC1(C)C(=O)C2=COC(c3ccc(OC)cc3)=CC2=C(Br)C1=O (stereo unspecified)
 : -24.3%	-0.2%&10.8%	35.5µM*
COc1ccc(/C=N/NC(=O)c2c(C)nc3ccc(Br)cn23)cc1OC
 : 8.2µM*	1.5%	3.1%

The listing continues.
Sequence of screens – TDP1 cell CPT	N370S GC mod	FEN1 inh
C=CCc1cc(/C=C/c2nc(O)c([N+](=O)[O-])c(=O)[nH]2)cc(OC)c1O
 : 4.1%	-13.4%	44.7µM*
CCCCCCCCn1c2c(c(=N)c3c1CCC3)CCCC2
 : 0.92µM*	-3.9%	-16.5%
CC1=C(C(=O)Nc2ccc(C)cc2)C(c2cccs2)NC(=S)N1 (stereo unspecified)
 : 4.8%	-12.2%	-6.3%
CN(C)C(=O)c1ccc(-c2ccc3ncnc(NCc4ccccc4)c3c2)cc1
 : ?	-2.8%	nt
C(=N\Nc1nccc(-c2cccnc2)n1)/c1ccccc1
 : 0.0326µM*	-2.0%	1.6%
COc1ccc(CCN(Cc2ccccn2)C(=S)Nc2ccc(C)cc2)cc1OC
 : ?	0.5%	-17.7%
Cc1nnc(NC(=O)CSc2nnc(CC(=O)Nc3ccccc3Cl)n2C)s1
 : 0.6%	-2.2%	-4.3%
FC(F)(F)c1cc(-c2cccs2)nc2cc(-c3ccccc3)nn12
 : -25.3%	2.4%	-2.9%
Cc1ccc(C(=O)N/C(=C\c2cccs2)C(=O)NCc2cccnc2)cc1
 : -5.9%	3.4%	1.8%
CCOC(=O)C1=C(C)NC(=S)NC1c1cccc(O)c1 (stereo unspecified)
 : -68.0%	-3.8%&0.4%&8.0%	nt
CCOc1ccc(-c2ccc(NS(=O)(=O)c3cc([N+](=O)[O-])c(C)c([N+](=O)[O-])c3)cc2)nn1
 : ?	-17.2%	-6.2%
Cc1sc2nc(CSCC(=O)Nc3ccc(C(F)(F)F)cc3)[nH]c(=O)c2c1C
 : ?	nt	3.2%
COc1cc(Nc2nc3c(N)cc(C(F)(F)F)cc3nc2-c2ccccc2)cc(OC)c1OC
 : ?	nt	-13.9%
CCOc1nc(-c2ccccc2)c2cc(C)ccc2n1
 : ?	?	-3.3%
COc1cc(C2c3cc4c(cc3C(OC3OC5COC(c6cccs6)OC5C(O)C3O)C3COC(=O)C23)OCO4)cc(OC)c1O (stereo unspecified)
 : 0.0231µM*	0.2%	-7.6%

Other records
Sequence of screens – TDP1 cell CPT	N370S GC mod	FEN1 inh
COc1cc(OC)c(NC(=O)Nc2ccc3c(c2)N(C)C(=O)c2ccccc2S3)cc1Cl
 : 5.8µM*	nt	-23.2%
COCCCNC(=O)Nc1ccc2c(c1)N(C)C(=O)CS2
 : -2.1%	-2.1%[12.8 µM]	3.2%
CCN(C(=O)CSc1nnc(-c2ccc(Cl)cc2)o1)c1ccccc1
 : ?	nt	5.6%
COc1ccc(C(=O)C[n+]2cccc(Br)c2)cc1
 : -16.5%&-2.3%	1.0%	1.7%&-16.2%
COc1cccc(N2CCN(C(=O)c3cc4c(=O)n(Cc5cccs5)ccc4nc3C)CC2)c1
 : 23.1µM*	nt	-2.4%
CCOC(=O)C(C)n1nc(C)c2sc3ccccc3c2c1=O (stereo unspecified)
 : ?	3.7%	-11.0%
COc1ccccc1Nc1ncnc2c1oc1ccccc12
 : ?	14.9%	-0.8%
Cc1ccc2nc(-c3ccncc3)cc(C(=O)Nc3ccc4c(c3)OCCO4)c2c1
 : 18.4µM*	15.8%	-7.7%
Cc1ccc(NC(=O)C/C(N)=N/OC(=O)Nc2cccc(C)c2)cc1
 : -1.9%	nt	0.6%
CCn1c(C)nc2cc(C(=O)NN=C(C)c3ccc(C#N)cc3)ccc21
 : 5.2%	nt	8.9%
CC1CC(C)CN(C(=O)CSc2nnc(-c3ccc(Cl)cc3)o2)C1 (stereo unspecified)
 : ?	3.6%	-0.5%
Cc1ccccc1OCCC(=O)OCC(=O)c1c(N)n(CC(C)C)c(=O)n(C)c1=O
 : ?	nt	-15.1%
CCN(C(=O)c1ccnc(C(C)(C)C)c1)c1ccccc1
 : -29.6%	-20.5%	-3.1%
CSc1nc(C)cc(C)c1C#N
 : 20.3%	10.0%	0.9%
CCOC(=O)[C@@H]1[C@H]2COc3cc(OC)ccc3[C@H]2N2C(=O)N(c3cccc(F)c3)C(=O)[C@@]12C
 : ?	nt	-13.9%

Additional structures:
Sequence of screens – TDP1 cell CPT	N370S GC mod	FEN1 inh
CC(SCC(=O)Nc1ccccc1Br)c1nc2ccccc2c(=O)[nH]1 (stereo unspecified)
 : ?	nt	4.7%
CCOC(=O)Cc1csc(NC(=O)CC(C)(C)CC(=O)O)n1
 : -0.8%	2.5%	-1.3%
Cc1ccc(/C=C/C(=O)Nc2cccc(S(=O)(=O)N3CCOCC3)c2)o1
 : 23.1µM*	9.2%	10.4%
C=CCOc1nc2c(c(=O)n(Cc3ccc(Cl)c(Cl)c3)c(=O)n2C)n1C
 : 16.4µM*	nt	1.3%
O=C(Nc1cccc(-c2nc3cccnc3s2)c1)c1ccco1
 : -23.1%	4.0%	-19.2%
CCOC(=O)CN1C(=O)N[C@@H](CCc2ccccc2)[C@H](C(=O)OC)[C@H]1C
 : -10.9%	3.0%[12.8 µM]	14.9%
CCC(C)NC(=O)Cn1nc([N+](=O)[O-])c(Cl)c1C (stereo unspecified)
 : -4.1%	2.1%	0.9%
CC(C)NCc1c(O)c(Br)cc2oc3c(c12)CCCC3
 : 4.3%	2.4%	2.7%
O=c1cc(-c2ccccc2)nc(Cc2c(Cl)cccc2Cl)[nH]1
 : -2.0%	-3.9%	4.2%
COc1cccc(NC(=O)CSc2nnc3c(n2)[nH]c2ccc(C)cc23)c1
 : -4.3%	-3.4%	-2.4%
Cc1cccc(NC(=O)CSc2nnc(NC(=O)CN3CCOCC3)s2)c1
 : -24.2%	2.5%	-11.0%
COc1ccccc1CNC(=O)CCc1c(C)c2ccc(OC)c(C)c2oc1=O
 : ?	nt	-1.1%
CC(=O)c1cccc(NC(=O)Cn2nc(-c3ccc(Cl)cc3)ccc2=O)c1
 : -4.8%	-13.8%	-16.4%
CCCNC(=O)c1n[nH]c(=O)c2ccccc12
 : -22.2%	-8.5%	-5.3%
O=C(c1ccc(F)cc1)N1c2ncnn2C2(CCCCC2)[C@@H]2CCCC[C@@H]21
 : ?	nt	12.5%

Screening results from PubChem.

These rows are one share of the data, so the mix of outcomes need not match the whole.
